# Lipid storage S3: qHTS Assay for Lipid Storage Modulators in Drosophila S3 Cells | Drosophila S3 cells, BODIPY lipid droplet fluorescence, 18-24 h; cells fed with added oleic acid | AID 2685 | lipid storage change, negative = inhibition, % at the top dose, mostly 46.1 µM; hits show Potency in µM | hit rate 0.64% among 320,000; active = well fitted inhibition curve with a large enough effect in the signal ratio, with a control signal flat, not every such curve was filed as active; inconclusive = small, poorly fitted or top-dose-only effect, or effect the other way, or a change in a side signal; the % refers to the signal ratio
#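 Drosophila S3 cells got compounds at several concentrations plus oleic acid (400 uM solution). Laser-scanning cytometry with 488 nm excitation read lipid droplets at 500-530 nm and cells at 575-640 nm. Percent activity was relative to 20 uM Triacsin C.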
# Lipid storage S3 cell count max: further read-out of Lipid storage S3, marked with its call; cell number change, %; measured here: cell count max response;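 cells counted by Cell Tracker Red CMTPX staining in the red channel; peak over a dose series mostly up to 46.1 µM; percent activity relative to internal control wells on each plate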
# Active calls of the source: *; i = inactive; ? = inconclusive; nt = not tested or not shown. % is set by controls: 0 for no effect and ±100 for the full control effect; potency is the fitted concentration of half-maximal effect.
SMILES: Cc1ccc(NC(=O)CSc2nnc(N)s2)cc1S(=O)(=O)N1CCCCC1
  Lipid storage S3: -6.5%
  Lipid storage S3 cell count max: -23.8
SMILES: O=C(Nc1cccc(O)c1)c1ccc(Br)cc1
  Lipid storage S3: ?
  Lipid storage S3 cell count max: nt
SMILES: CC(C)CC(O)C1CCN(C(=O)CCc2nnc(-c3ccc4c(c3)OCO4)o2)CC1 (stereo not drawn)
  Lipid storage S3: i
  Lipid storage S3 cell count max: 1.4
SMILES: COc1nc(C)ccc1-c1noc(-c2ccccn2)n1
  Lipid storage S3: ?
  Lipid storage S3 cell count max: nt
SMILES: COc1ccc2[nH]c(=O)c(COC(=O)c3cccs3)cc2c1
  Lipid storage S3: ?
  Lipid storage S3 cell count max: nt
SMILES: Cc1cc(=O)n2nc(N3CCC(C(=O)NCc4ccccc4Cl)CC3)sc2n1
  Lipid storage S3: -15.5%
  Lipid storage S3 cell count max: 10.0
SMILES: CC1CC(C)(C)NC(=S)N1CCCC(=O)Nc1ccccc1F (stereo not drawn)
  Lipid storage S3: -6.9%
  Lipid storage S3 cell count max: 1.4
SMILES: C#Cc1ccc([C@@H]2C=C(C(=O)OCC=C)O[C@H](OCc3ccc(CO)cc3)C2)cc1
  Lipid storage S3: ?
  Lipid storage S3 cell count max: nt
SMILES: COc1cccc(NC(=O)Cn2c(=O)n(CCC(=O)NC3CCN(Cc4ccccc4)CC3)c(=O)c3ccccc32)c1
  Lipid storage S3: 6.9%
  Lipid storage S3 cell count max: nt
SMILES: COc1ccc(NS(=O)(=O)c2ccc(C)cc2)c([N+](=O)[O-])c1
  Lipid storage S3: 16.2%
  Lipid storage S3 cell count max: 14.7

SMILES: Cc1ccsc1/C=C/C(=O)O
  Lipid storage S3: ?
  Lipid storage S3 cell count max: nt
SMILES: C=CCn1c(Sc2nc(C)cs2)nc2c1c(=O)[nH]c(=O)n2C
  Lipid storage S3: -0.2%
  Lipid storage S3 cell count max: -12.7
SMILES: COc1ccc(CC(=O)Nc2nc3ccccc3s2)cc1S(=O)(=O)N1CCOCC1
  Lipid storage S3: ?
  Lipid storage S3 cell count max: nt
SMILES: Cc1onc(-c2ccccc2)c1C(=O)NNC(=S)NC(=O)c1ccc(Br)cc1
  Lipid storage S3: ?
  Lipid storage S3 cell count max: nt
SMILES: CCCC(=O)Nc1c(-c2cccc(C)c2)c(=O)c2ccccc2n1C
  Lipid storage S3: ?
  Lipid storage S3 cell count max: nt
SMILES: N#Cc1ccc(-c2cn3c(n2)SCC3)cc1
  Lipid storage S3: 2.5%
  Lipid storage S3 cell count max: 2.1
SMILES: CC(=O)NCCNC(=O)c1ccc(Sc2ccccc2)c([N+](=O)[O-])c1
  Lipid storage S3: 1.1%
  Lipid storage S3 cell count max: 5.0
SMILES: O=C(c1[nH]ncc1[N+](=O)[O-])N1CCOCC1
  Lipid storage S3: -0.2%
  Lipid storage S3 cell count max: 20.4
SMILES: CCCNC(=O)c1nc(C)c(C)nc1C(=O)Nc1cccc(Cl)c1
  Lipid storage S3: 18.2%
  Lipid storage S3 cell count max: nt
SMILES: O=C(CN1CCN(Cc2ccccc2Cl)C1=O)NCc1cccnc1
  Lipid storage S3: ?
  Lipid storage S3 cell count max: nt

SMILES: COc1ccc(C(=O)/C=C(\C)NCc2ccc3c(c2)OCO3)cc1
  Lipid storage S3: 0.7%
  Lipid storage S3 cell count max: -1.7
SMILES: CCc1cccc(NS(=O)(=O)c2csc(C(N)=O)c2)c1
  Lipid storage S3: ?
  Lipid storage S3 cell count max: nt
SMILES: CCNC(=O)c1ccccc1SCC(=O)Nc1ccc(F)cc1
  Lipid storage S3: ?
  Lipid storage S3 cell count max: nt
SMILES: OCC1(Cc2ccc(F)cc2)CCCN(CCc2ccccc2)C1 (stereo not drawn)
  Lipid storage S3: i
  Lipid storage S3 cell count max: -7.1
SMILES: CCOCCCNC(=O)C(NC(=O)c1ccc(=O)[nH]c1)c1ccc(C)cc1 (stereo not drawn)
  Lipid storage S3: ?
  Lipid storage S3 cell count max: nt
SMILES: O=C1CCN(S(=O)(=O)c2ccccc2)CCN1CCOCc1ccccc1
  Lipid storage S3: 11.4%
  Lipid storage S3 cell count max: 1.4
SMILES: N#CC(C(=O)NC1CC1)c1nc2ccccc2nc1N1CCCC1 (stereo not drawn)
  Lipid storage S3: ?
  Lipid storage S3 cell count max: nt
SMILES: NC(=O)c1sc2nc(N3CCOCC3)c3c(c2c1N)CCCC3
  Lipid storage S3: ?
  Lipid storage S3 cell count max: nt
SMILES: O=C(COC(=O)c1ccccc1-c1nc2ccccc2s1)Nc1ccccc1C(F)(F)F
  Lipid storage S3: 10.8%
  Lipid storage S3 cell count max: 5.1
SMILES: COc1ccc(CNc2nc3c(c(=O)n(Cc4ccc(Cl)cc4)c(=O)n3C)n2C)cc1
  Lipid storage S3: ?
  Lipid storage S3 cell count max: nt

SMILES: CCCC[n+]1ccn(C2=C([O-])c3ccccc3C(=O)/C2=N\S(=O)(=O)c2ccc(Br)cc2)c1
  Lipid storage S3: ?
  Lipid storage S3 cell count max: nt
SMILES: Cc1cccc(CN2CCN(CC(C)C)C(CCO)C2)n1 (stereo not drawn)
  Lipid storage S3: -5.7%
  Lipid storage S3 cell count max: -9.9
SMILES: CCCCN1C(=O)c2ccc(C(=O)NC3(C)CCS(=O)(=O)C3)cc2C1=O (stereo not drawn)
  Lipid storage S3: ?
  Lipid storage S3 cell count max: nt
SMILES: OCC[C@@H]1C[C@@H](O)[C@H](O)[C@]2(Cc3ccccc3CO2)O1
  Lipid storage S3: 6.4%
  Lipid storage S3 cell count max: 7.5
SMILES: CC1CC(C)CN(C(=O)C2CCN(S(=O)(=O)N3CCC4(CC3)OCCO4)CC2)C1 (stereo not drawn)
  Lipid storage S3: ?
  Lipid storage S3 cell count max: nt
SMILES: CCn1c(-c2ccccc2Cl)nn(CC(=O)Nc2cc(Cl)ccc2Cl)c1=S
  Lipid storage S3: ?
  Lipid storage S3 cell count max: nt
SMILES: COc1ccccc1NC(=O)COC(=O)c1oc2ccccc2c1C
  Lipid storage S3: 0.0%
  Lipid storage S3 cell count max: 10.0
SMILES: O=C(CN1CCN(c2ccccc2O)CC1)NC(=O)NCc1ccco1
  Lipid storage S3: 15.0%
  Lipid storage S3 cell count max: 9.9
SMILES: CCOC(=O)c1c(NC(=O)CN2C(=O)NC3(CCCCCC3)C2=O)sc(C)c1-c1ccc(C)cc1
  Lipid storage S3: ?
  Lipid storage S3 cell count max: nt
SMILES: Cc1c(O)ccc2cc(S(=O)(=O)c3ccccc3)c(=O)oc12
  Lipid storage S3: 0.6%
  Lipid storage S3 cell count max: 2.6

# A draw from above in order of molecular weight, lowest first:
SMILES: O=C(c1[nH]ncc1[N+](=O)[O-])N1CCOCC1
  Lipid storage S3: -0.2%
  Lipid storage S3 cell count max: 20.4
SMILES: N#Cc1ccc(-c2cn3c(n2)SCC3)cc1
  Lipid storage S3: 2.5%
  Lipid storage S3 cell count max: 2.1
SMILES: C#Cc1ccc([C@@H]2C=C(C(=O)OCC=C)O[C@H](OCc3ccc(CO)cc3)C2)cc1
  Lipid storage S3: ?
  Lipid storage S3 cell count max: nt
SMILES: CC(C)CC(O)C1CCN(C(=O)CCc2nnc(-c3ccc4c(c3)OCO4)o2)CC1 (stereo not drawn)
  Lipid storage S3: i
  Lipid storage S3 cell count max: 1.4

# Random excerpt: two compounds from above, in no set order.
SMILES: COc1ccc(CC(=O)Nc2nc3ccccc3s2)cc1S(=O)(=O)N1CCOCC1
  Lipid storage S3: ?
  Lipid storage S3 cell count max: nt
SMILES: CCNC(=O)c1ccccc1SCC(=O)Nc1ccc(F)cc1
  Lipid storage S3: ?
  Lipid storage S3 cell count max: nt

# (list continues)
SMILES: C(=N\Nc1ncnc2nc[nH]c12)/c1cccs1
  Lipid storage S3: ?
  Lipid storage S3 cell count max: nt
SMILES: COc1ccc(N2CCN(S(=O)(=O)c3c(C)noc3/C=C/N(C)C)CC2)cc1
  Lipid storage S3: ?
  Lipid storage S3 cell count max: nt
SMILES: CCOC(=O)c1cc(NC(=O)c2ccc(C)cc2)c(=O)oc1-c1ccccc1
  Lipid storage S3: -13.7%
  Lipid storage S3 cell count max: 0.3
SMILES: CCC(C(=O)Nc1cccc(C(F)(F)F)c1)c1ccccc1 (stereo not drawn)
  Lipid storage S3: ?
  Lipid storage S3 cell count max: nt
SMILES: COc1ccc(S(=O)(=O)Nc2ccccc2C(=O)N2CCCCC2)cc1C
  Lipid storage S3: i
  Lipid storage S3 cell count max: -6.9
SMILES: CCN(C(=O)c1cc2c(=O)n3ccccc3nc2s1)C1CCCCC1
  Lipid storage S3: ?
  Lipid storage S3 cell count max: nt
SMILES: CC1(CO)COC(c2ccccc2)=N1 (stereo not drawn)
  Lipid storage S3: -12.2%
  Lipid storage S3 cell count max: 6.4
SMILES: Clc1ccc2[nH]c3c(N4CCC5(CC4)OCCO5)ncnc3c2c1
  Lipid storage S3: ?
  Lipid storage S3 cell count max: nt
SMILES: COC(=O)c1ccccc1OCCCOc1ccc(C=O)cc1OC
  Lipid storage S3: -1.1%
  Lipid storage S3 cell count max: -0.3
SMILES: O=C(NCCc1cccs1)c1cccs1
  Lipid storage S3: 3.8%
  Lipid storage S3 cell count max: 19.3

SMILES: O=C(c1ccc(-c2ccccc2)cc1)N1CCN(c2nc3ccccc3o2)CC1
  Lipid storage S3: 4.1%
  Lipid storage S3 cell count max: 16.8
SMILES: COc1ccc2nc(SCC(=O)N3CC(=O)Nc4ccccc43)c(C#N)cc2c1
  Lipid storage S3: ?
  Lipid storage S3 cell count max: nt
SMILES: COCCn1c(SCC(=O)Nc2ccc(F)cc2)nc2c(oc3ccccc32)c1=O
  Lipid storage S3: 12.0%
  Lipid storage S3 cell count max: 31.1
SMILES: Cc1ccc(S(=O)(=O)CCC(=O)OCn2nnc3ccccc3c2=O)cc1
  Lipid storage S3: ?
  Lipid storage S3 cell count max: nt
SMILES: COc1ccccc1C1CCN(Cc2cccc([N+](=O)[O-])c2)CC1
  Lipid storage S3: -3.8%
  Lipid storage S3 cell count max: -15.8
SMILES: COCc1ccc(CN2CCCC(CO)(Cc3ccccc3C)C2)o1 (stereo not drawn)
  Lipid storage S3: 9.8%
  Lipid storage S3 cell count max: nt
SMILES: Cc1cccnc1N1C(=O)c2ccc(C(=O)O)cc2C1=O
  Lipid storage S3: -6.7%
  Lipid storage S3 cell count max: 9.9
SMILES: O=C(COC(=O)CNC(=O)c1ccc2c(c1)OCO2)Nc1ncc(Cl)cc1Cl
  Lipid storage S3: -6.3%
  Lipid storage S3 cell count max: 23.2
SMILES: S=C1Nc2cc(Cl)ccc2Sc2ccccc21
  Lipid storage S3: ?
  Lipid storage S3 cell count max: nt
SMILES: CC(CCc1ccccc1)NC(=O)C(=O)c1c[nH]c2ccccc12 (stereo not drawn)
  Lipid storage S3: i
  Lipid storage S3 cell count max: -5.3

SMILES: O=C(CSc1ccc(-c2ccccc2)nn1)N1CCOCC1
  Lipid storage S3: i
  Lipid storage S3 cell count max: 6.0
SMILES: Cc1c(Cl)cnc(NC(=O)COC(=O)c2nn(C)c(=O)c3ccccc23)c1Cl
  Lipid storage S3: 0.3%
  Lipid storage S3 cell count max: -0.6
SMILES: Cc1c(Br)c([N+](=O)[O-])nn1CC(=O)NCc1cccnc1
  Lipid storage S3: ?
  Lipid storage S3 cell count max: nt
SMILES: CC(C)(C)c1nc2ccccc2c(=O)n1N1C(=O)c2ccccc2C1=O
  Lipid storage S3: ?
  Lipid storage S3 cell count max: nt
SMILES: O=C(NCCO)c1cccc(S(=O)(=O)N2CCCCC2)c1
  Lipid storage S3: ?
  Lipid storage S3 cell count max: nt
SMILES: CC1(C)Oc2ccc(C(=O)N3CCOCC3)cc2N(CC(=O)N2CCOCC2)C1=O
  Lipid storage S3: ?
  Lipid storage S3 cell count max: nt
SMILES: CC1(C(=O)NC2CCCCC2)CCC(=O)N1Cc1cccs1 (stereo not drawn)
  Lipid storage S3: ?
  Lipid storage S3 cell count max: nt
SMILES: O=C(NCc1ccco1)c1ccc(S(=O)(=O)N2CCCCC2)cc1
  Lipid storage S3: 5.1%
  Lipid storage S3 cell count max: 5.3
SMILES: CCn1c(SCC(=O)N2c3ccccc3Sc3ccccc32)nc2c1c(=O)n(C)c(=O)n2C
  Lipid storage S3: ?
  Lipid storage S3 cell count max: nt
SMILES: O=C(Cc1cccs1)Nc1cccc(-c2nc3cc4ccccc4cc3[nH]2)c1
  Lipid storage S3: ?
  Lipid storage S3 cell count max: nt

# Laid out differently: entries from further up.
Molecule	Lipid storage S3	Lipid storage S3 cell count max
COc1ccc(C(=O)/C=C(\C)NCc2ccc3c(c2)OCO3)cc1	0.7%	-1.7
CCc1cccc(NS(=O)(=O)c2csc(C(N)=O)c2)c1	?	nt
CCNC(=O)c1ccccc1SCC(=O)Nc1ccc(F)cc1	?	nt
OCC1(Cc2ccc(F)cc2)CCCN(CCc2ccccc2)C1 (stereo not drawn)	i	-7.1

# (next part)
SMILES: CCCN1C(=O)/C(=C/c2c(NCCCOCC)nc3c(C)cccn3c2=O)SC1=S
  Lipid storage S3: ?
  Lipid storage S3 cell count max: nt
SMILES: Cc1cccc(Nc2ncnc3nc[nH]c23)c1C
  Lipid storage S3: 5.6%
  Lipid storage S3 cell count max: 0.8
SMILES: CCOC(=O)C1=C(C)N(CCO)C(=O)NC1c1cccc(O)c1 (stereo not drawn)
  Lipid storage S3: 4.3%
  Lipid storage S3 cell count max: 2.1
SMILES: O=C(c1cc2cc(Br)cc(Br)c2oc1=O)N1CCCc2ccccc21
  Lipid storage S3: 14.3%
  Lipid storage S3 cell count max: nt
SMILES: Cc1cc(N2CCN(c3ccccc3)CC2)n2ncnc2n1
  Lipid storage S3: ?
  Lipid storage S3 cell count max: nt
SMILES: COc1ccc(C(CNC(=O)c2cc(=O)[nH]c3ccccc23)N2CCCC2)cc1 (stereo not drawn)
  Lipid storage S3: ?
  Lipid storage S3 cell count max: nt

# An excerpt. The share of hits here may be higher or lower than overall.
